UBC9 SUMO inh: blocks human SUMOylation mediated by UBC9. HTRF SUMOylation assay, SAE1/SAE2 + UBC9, in vitro. inhibition, % at 35 µM. hit rate 0.36% among 290,000. AID 2006; in the data active = inhibition above about 50%, passing the limit was not always enough; note: strong numbers were not always called active
Target sequence (P63279 whole entry, looked up): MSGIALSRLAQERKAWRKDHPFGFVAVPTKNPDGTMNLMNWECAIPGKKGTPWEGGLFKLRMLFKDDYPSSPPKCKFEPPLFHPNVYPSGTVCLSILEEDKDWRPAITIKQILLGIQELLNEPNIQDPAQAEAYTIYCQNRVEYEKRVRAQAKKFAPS
IDE act: boosts human insulin-degrading enzyme activity in HEK cells; AID 493087; hit rate 0.073% among 340,000; FAbeta-B cleavage, fluorescence polarization; 0% vehicle, 100% cell-free pure enzyme wells; activation, % at 5.96 µM; P14735;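 active = activation above the mean of all tested compounds plus 3 SD, set per screening campaign, cut at about 17% in these data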
M18AAP inhibitor: blocks P. falciparum M18 aspartyl aminopeptidase; recombinant PfM18AAP, H-Glu-NHMec fluorogenic cleavage; inhibition, % at 7.35 µM; hit rate 1.2% among 290,000; AID 1822;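 active = inhibition above the campaign mean inhibition over all tested compounds plus 3 SD, cut at about 28% in these data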;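 note: 0% = plate median of test compound wells and 100% = 2 mM ZnCl2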
IMP-1 inhibitor: inhibitors of Pseudomonas aeruginosa IMP-1 metallo-beta-lactamase | AID 1556 | purified IMP-1, nitrocefin hydrolysis, epi-absorbance fluorescence | inhibition, % at 5.6 µM | hit rate 0.45% among 290,000;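 active = inhibition above the mean plus 3 SD of all compounds in the same screening run, cut at about 4.5% in these data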;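 note: 0% = IMP-1 with DMSO and 100% = DMSO wells lacking enzyme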
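system = purified recombinant IMP-1 beta-lactamase | amount = 0.2 nM IMP-1, as dispensed | medium = HEPES buffer pH 7.1 with ZnSO4 and Brij 35 | times = 25 °C, 15 min preincubation, 25 min reaction | detection = plate fluorescence quenching by hydrolysis product, ex 480/em 530 nm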
NS3 helicase inh: HCV NS3 helicase inhibition | hit rate 0.56% among 290,000 | AID 1800 | inhibition, % at 10.9 µM | NS3 helicase DNA unwinding, Cy5 molecular beacon fluorescence;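 active = inhibition above the mean of all tested compounds plus 3 SD, set per campaign, cut at about 35% in these data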;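 note: 0% = DMSO wells and 100% = thioflavine S control wells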
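Assay system: hepatitis C virus NS3 helicase domain fragment enzyme. Also added: annealed dual-labelled DNA beacon duplex, ATP-started. Timing: 1 h reaction at 25 °C, ATP-initiated. Technique: Cy5 fluorescence at 0 and 60 min, beacon hairpin quenching. Evaluation: % inhibition of unwinding. Replication: one well per compound.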
DNA FID counter: fluorescent intercalator displacement, NS3 helicase counter-screen | DNA fluorescent intercalator displacement, fluorescence | inhibition, % at 7.9 µM | hit rate 0.17% among 290,000; in the data active = inhibition above about 37%;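 note: 0% = vehicle and 100% = reference compound; higher means more ethidium bromide displaced from hairpin DNA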
IDE cell inh: inhibits human insulin-degrading enzyme in HEK cells. P14735. FAbetaB cleavage, fluorescence polarization. inhibition, % at 5.59 µM. hit rate 0.41% among 320,000. AID 434962;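 active = percent inhibition above the average of all tested compounds plus 3 SD, set per screening campaign, cut at about 16% in these data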;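 note: IDE supplied by intact live HEK cells; FP after avidin binding of uncleaved biotin substrate so inhibition keeps polarization high; 0% = DMSO wells and 100% = 60 µM reference IDE inhibitor Ii1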
pCIP destab: lowers stability of the mouse p/CIP coactivator protein; decrease of EGFP signal, % at 10 µM; hit rate 0.01% among 290,000; F442A p/CIP-EGFP cells, EGFP fluorescence, 16 h; Q05BA5;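 active = EGFP signal decrease of at least 30% at 10 µM or well 3 SD below plate mean, unless failing retest; inactive = the rest, including hits failing retest or dose response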; note: some compounds called inactive have numbers as strong as hits; many of its hits are not listed in these tables
VIM-2 inh: inhibitors of Pseudomonas aeruginosa VIM-2 metallo-beta-lactamase | inhibition, % at 5.6 µM | purified VIM-2, nitrocefin hydrolysis, epi-absorbance fluorescence | hit rate 0.89% among 290,000 | AID 1527;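 active = inhibition above the mean of all tested compounds plus 3 SD, cutoff set per screening run, cut at about 7.5% in these data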;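 note: red hydrolysis product quenches plate fluorescence so inhibitors raise well fluorescence; 0% = enzyme with DMSO and 100% = DMSO without enzyme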
Starred values were filed as active, the others as inactive; . = not tested or not shown.

Sample of the layout:
SMILES	UBC9 SUMO inh	IDE act	M18AAP inhibitor	IMP-1 inhibitor	NS3 helicase inh	DNA FID counter	IDE cell inh	pCIP destab	VIM-2 inh
O=C(NCCN1CCN(Cc2ccccc2)CC1)Nc1cc(Cl)cc(Cl)c1	-3	0	0	-2.0	-36	15	-2	-15	-2.4
CCc1cc(=O)oc2c3c(cc(OCC(=O)NCc4ccccn4)c12)OC(C)(C)CC3	39	6	-2	-4.1	-22	-38	-2	2	-0.5
O=c1oc2ccccc2c2nccnc12	-2	3	2	-2.5	4	0	2	-10	-1.6
C=CCNC(=O)NC(=O)COC(=O)CC(NC(N)=O)c1ccc(Cl)cc1 (stereo unspecified)	11	2	1	-3.4	-6	-1	3	-1	-1.3
O=C(NC1CCN(Cc2ccc3ccccc3c2)CC1)c1ccccc1	1	-6	5	-0.4	-13	3	4	3	-2.9
COc1ccc(C2Oc3ccccc3C3=C2C(c2cccs2)n2ncnc2N3)cc1 (stereo unspecified)	25	-2	8	-3.0	-12	-26	-1	-14	-5.6

The whole of this part, from the first entry:
SMILES	UBC9 SUMO inh	IDE act	M18AAP inhibitor	IMP-1 inhibitor	NS3 helicase inh	DNA FID counter	IDE cell inh	pCIP destab	VIM-2 inh
O=C(NCCN1CCN(Cc2ccccc2)CC1)Nc1cc(Cl)cc(Cl)c1	-3	0	0	-2.0	-36	15	-2	-15	-2.4
CCc1cc(=O)oc2c3c(cc(OCC(=O)NCc4ccccn4)c12)OC(C)(C)CC3	39	6	-2	-4.1	-22	-38	-2	2	-0.5
O=c1oc2ccccc2c2nccnc12	-2	3	2	-2.5	4	0	2	-10	-1.6
C=CCNC(=O)NC(=O)COC(=O)CC(NC(N)=O)c1ccc(Cl)cc1 (stereo unspecified)	11	2	1	-3.4	-6	-1	3	-1	-1.3
O=C(NC1CCN(Cc2ccc3ccccc3c2)CC1)c1ccccc1	1	-6	5	-0.4	-13	3	4	3	-2.9
COc1ccc(C2Oc3ccccc3C3=C2C(c2cccs2)n2ncnc2N3)cc1 (stereo unspecified)	25	-2	8	-3.0	-12	-26	-1	-14	-5.6
CN(C)C(=S)Nc1cccc(-c2n[nH]c(=S)o2)c1	6	-1	5	-2.2	1	0	-2	2	-1.7
COc1ccc(CC(=O)Nc2cccc(SC)c2)cc1OC	-1	5	-3	-0.8	-4	-8	.	-8	0.3
NS(=O)(=O)c1ccc(CCNC(=O)c2ccc[nH]c2=S)cc1	8	-27	43*	-5.0	-7	-7	15	-5	-3.1
CC1=C(C(=O)Nc2ccccc2)C2(CCCCC2)C(C#N)=C(S)N1	3	-13	13	3.1	0	-9	5	-34	-6.8
C=CCn1c(=S)[nH]c2scc(-c3cccs3)c2c1=O	-9	-1	-6	-1.9	15	-8	.	-5	-3.1
CC(C)c1cccc(C(C)C)c1OCCCCN1CCCC1	1	2	-7	0.7	-3	4	1	4	-4.2
CCNc1c(NC(=O)c2cccs2)c(=O)oc2ccccc12	-8	3	-1	-1.7	1	-4	4	2	-2.0
COc1ccc(N(C(C)C(=O)Nc2ccc(S(=O)(=O)N3CCCCC3)cc2)S(C)(=O)=O)cc1 (stereo unspecified)	2	0	-8	-2.1	-13	-40	3	-13	0.6
Cc1c(N2C(=O)/C(=C/c3cccc4ccccc34)SC2=S)c(=O)n(-c2ccccc2)n1C	.	-2	11	-0.5	5	-10	1	.	50*
O=C(NCc1ccccc1)C(c1ccccn1)N(C(=O)c1csnn1)c1ccccc1F (stereo unspecified)	16	-1	2	-2.3	2	-17	-1	-6	-2.6
COc1ccc(N2CC(C(=O)N[C@H](C(=O)NC3CCCC3)C(C)C)CC2=O)cc1 (stereo partly specified)	.	-2	0	-2.6	7	-32	6	-4	-2.0
O=C(CN(c1ccc(F)cc1)S(=O)(=O)c1ccc2c(c1)OCCO2)Nc1ccc2c(c1)OCO2	-5	-2	1	-2.4	-1	-1	5	-6	-2.1
O=C(NCCO)C(O)C(O)C(=O)NCCO (stereo unspecified)	17	4	-2	-2.6	4	1	1	1	-1.3
O=C(NCCCn1ccnc1)c1cc2nc(-c3ccc(Br)cc3)cc(C(F)(F)F)n2n1	13	-2	0	-3.9	-12	-1	8	-5	4.7
CC(C)C(=O)NC(=S)N(Cc1ccccc1)Cc1ccccc1	16	2	-8	-4.9	12	-20	0	-1	-4.9
CCOC(=O)N/N=C/c1c(C)nn(-c2ccccc2Cl)c1Cl	-9	6	3	-2.2	3	-10	-6	0	-2.4
Cc1cccc2[nH]c(CN(C)Cc3nc(CC4CC4)no3)nc12	12	0	4	-4.4	2	-5	6	-13	-6.3
COc1ccc(-n2nc(C(N)=O)nc2-c2ccccc2)cc1	-2	-2	-2	-1.9	-9	-11	-4	3	0.2
Cc1ccccc1C(=O)N1CCN(c2ccccn2)CC1	22	3	2	-6.1	-2	-10	-3	-8	-0.5
O=C(Nc1ccc(-c2ccc3nncn3n2)cc1)C1CCCC1	28	4	-12	-1.1	-4	-2	-4	-9	3.5
CC(C)Cc1nnc(NC(=O)CCC(=O)N2CCN(Cc3ccc(Cl)cc3)CC2)s1	2	5	4	-1.1	-4	-41	-6	-16	-4.6
CC(NC(=O)Cn1c(=O)[nH]c2ccsc2c1=O)C12CC3CC(CC(C3)C1)C2 (stereo unspecified)	20	-2	1	-3.2	-8	-10	-1	-12	-3.0
CC(C)(C)c1cnnn1-c1ccc(-c2csc(N)n2)cc1	19	-1	3	-2.4	-5	-19	-1	-15	-3.9
Cc1ccc(C)c(NC(=S)N2CCCC2)c1	8	2	-4	-1.4	-2	-4	-1	-2	-0.2
O=c1cc(O)nc(SCc2ccc(Cl)cc2)[nH]1	21	4	3	-2.0	19	-6	4	-15	-3.1
Cn1c(=O)c2c(nc(NCCc3ccccc3)n2Cc2ccc(F)cc2)n(C)c1=O	-10	-1	-16	0.0	1	-5	-1	-14	2.0
Cc1cccc(C(=O)Nc2ccc(NC(=O)c3ccccc3)cc2)c1	-1	3	-10	-0.5	0	-18	1	0	0.7
O=Cc1ccc(Oc2cc(-c3ccccc3)nc(-c3ccccc3)n2)cc1	1	0	1	-3.6	4	-1	8	-1	-1.7
CC(NC(=O)COC(=O)/C=C/c1ccc([N+](=O)[O-])cc1)c1ccccc1 (stereo unspecified)	1	3	-2	0.2	6	1	6	4	-0.7
CCn1c(SCC(=O)Nc2cccc(NC(=O)c3ccco3)c2)nnc1-c1cccs1	2	2	14	0.8	-1	-29	-3	-19	2.1
CS(=O)(=O)N(CC(=O)NCc1ccncc1)Cc1ccc(Cl)cc1	15	-10	-4	-3.9	3	-3	.	-6	-2.4
COc1ccc(-c2nn(CC(=O)Nc3ccc(Cl)c(Cl)c3)c(=O)c3ccccc23)cc1	-19	3	-2	-0.3	-16	3	2	-5	-0.5
COc1ccc(C2CC(c3ccc(C)o3)=NN2C(C)=O)cc1 (stereo unspecified)	12	-4	-13	0.2	-2	-17	-9	-9	1.6
COc1ccc(-n2nc(C)c3c(=O)c4c([nH]c32)CCCC4)cc1	16	2	2	-3.5	-4	-27	.	-7	5.5
Cc1cccc(CCNC(=O)CN(C)S(=O)(=O)c2cnc[nH]2)c1	-8	4	-9	-2.1	7	-9	2	11	-4.0
CCC(CC)C(=O)N1CCN(c2ccccc2)CC1	1	10	1	-2.6	2	9	2	-9	-1.6
CCc1ccccc1N1C[C@@]23C=C[C@@H](O2)C(C(=O)OCC(C)C)[C@H]3C1=O (stereo partly specified)	7	0	-4	-1.9	0	-6	4	-7	1.2
COC(=O)c1cnc(Nc2ccc(Cl)cc2)c([N+](=O)[O-])c1	-1	3	-13	-1.5	1	0	15	-16	-2.2
Nc1c(C(=O)N2CCCCC2)sc2nc3c(cc12)CCCC3	4	1	16	-1.8	4	-25	1	-6	-2.4
COc1ccc(/C(C)=N/NC(=O)CN(c2ccc(OC)cc2)S(=O)(=O)c2ccccc2)cc1	-4	5	-3	-2.1	10	-11	-3	6	-1.7
CC1CC(CC(=O)NC(=S)Nc2ccccc2Cl)C(=O)O1 (stereo unspecified)	-11	-3	-2	-3.4	11	-5	0	21	-1.7
Cc1c(N=C/C=C/c2ccccc2)c(=O)n(-c2ccccc2)n1C	11	8	2	-0.2	-3	0	1	-13	0.4
Cc1cccc(C)c1N1C(=O)CN(Cc2ccccc2)C1=S	3	2	6	-3.5	-1	-21	-2	-11	-2.1
CCOc1ccc(C2C(C(=O)c3ccco3)=C(O)C(=O)N2CCN(C)C)cc1 (stereo unspecified)	15	.	4	-1.9	-7	-5	.	5	-4.1

Entries listed so far with a nitro group on carbon, in the order listed:
SMILES	UBC9 SUMO inh	IDE act	M18AAP inhibitor	IMP-1 inhibitor	NS3 helicase inh	DNA FID counter	IDE cell inh	pCIP destab	VIM-2 inh
CC(NC(=O)COC(=O)/C=C/c1ccc([N+](=O)[O-])cc1)c1ccccc1 (stereo unspecified)	1	3	-2	0.2	6	1	6	4	-0.7
COC(=O)c1cnc(Nc2ccc(Cl)cc2)c([N+](=O)[O-])c1	-1	3	-13	-1.5	1	0	15	-16	-2.2

More structures
SMILES	UBC9 SUMO inh	IDE act	M18AAP inhibitor	IMP-1 inhibitor	NS3 helicase inh	DNA FID counter	IDE cell inh	pCIP destab	VIM-2 inh
O=C(CCn1c(=S)[nH]c2cc3c(cc2c1=O)OCO3)N1CCN(C2CCCCC2)CC1	.	.	4	-1.9	-1	5	.	.	-5.0
COC(=O)c1[nH]c(C)c(/C(O)=C2\C(=O)C(=O)N(CCN(C)C)C2c2cccc(OC)c2OC)c1C (stereo unspecified)	11	10	-9	-4.3	21	-3	-1	-8	-2.3
CCOC(=O)C1C(=O)CC(C)(O)C(C(=O)OCC)C1c1ccco1 (stereo unspecified)	6	5	1	-3.8	2	-10	2	-5	-2.7
O=C1NCCN/C1=C\C(=O)c1ccc(Cl)cc1	31	.	-10	-2.2	-2	2	1	-12	-1.4
CCCn1cnc2sc(CC)cc2c1=O	1	-1	0	-2.0	4	1	1	-2	-3.8
CSc1nc(-c2ccc(Cl)cc2)nc(N)c1C#N	14	.	-11	-0.2	1	-3	3	1	0.3
Cc1cc(C)cc(NC(=S)NCCN(C2CCCCC2)C2CCCC2)c1	1	4	-9	-4.3	-24	31	2	-3	-4.1
Cc1c(NS(=O)(=O)c2ccc3c(c2)NC(=O)CC(=O)N3)cccc1[N+](=O)[O-]	0	4	0	-4.5	-2	-5	3	14	-7.3
C(=N\c1nc2ccccc2[nH]1)/c1cccs1	16	5	-12	-1.2	7	3	5	4	-1.6

Part of the list above, as labelled records.
mol: Cc1cc(C)cc(NC(=S)NCCN(C2CCCCC2)C2CCCC2)c1
- UBC9 SUMO inh: 1
- IDE act: 4
- M18AAP inhibitor: -9
- IMP-1 inhibitor: -4.3
- NS3 helicase inh: -24
- DNA FID counter: 31
- IDE cell inh: 2
- pCIP destab: -3
- VIM-2 inh: -4.1

mol: Cc1c(NS(=O)(=O)c2ccc3c(c2)NC(=O)CC(=O)N3)cccc1[N+](=O)[O-]
- UBC9 SUMO inh: 0
- IDE act: 4
- M18AAP inhibitor: 0
- IMP-1 inhibitor: -4.5
- NS3 helicase inh: -2
- DNA FID counter: -5
- IDE cell inh: 3
- pCIP destab: 14
- VIM-2 inh: -7.3
